Pin1 inhibitor = inhibitors of human Pin1; Q13526; Pin1 FP peptide displacement, HiFluor488, 10 min; Potency, µM (top dose mostly 115 µM), for the others: top-dose activity, negative = inhibition, most hits filed as inhibitors; hit rate 0.009% among 390,000; active = well fitted inhibition curve with a large enough effect in the polarisation, with a control signal flat, not every such curve was filed as active; inconclusive = small, poorly fitted or top-dose-only effect, or effect the other way, or a change in a side signal; inactive = no such curve, though single readings can be large or run the other way; the % refers to the polarisation; note: % is set by controls: 0 for no effect and ±100 for the full control effect
Target sequence (Q13526 whole entry, looked up): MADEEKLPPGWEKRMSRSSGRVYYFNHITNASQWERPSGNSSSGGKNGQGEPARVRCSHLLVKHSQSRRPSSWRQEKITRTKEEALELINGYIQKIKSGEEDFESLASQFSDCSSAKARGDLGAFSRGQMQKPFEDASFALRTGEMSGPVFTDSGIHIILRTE
JMJD2A Tudor = JMJD2A Tudor domain (human) inhibition. AlphaScreen JMJD2A-Tudor / H3K4me3 peptide binding. AID 504339. Potency, µM (top dose mostly 114 µM), for inactives: top-dose activity change, negative = inhibition, actives largely listed as inhibitors. O75164. hit rate 4.4% among 390,000; note: % is set by controls: 0 for no effect and ±100 for the full control effect; nearly all actives have a fitted effect of over 50% in size
ALOX12 inh = blocks human arachidonate 12S-lipoxygenase; P18054; purified 12hLO, xylenol orange hydroperoxide absorbance; Potency, µM (doses to about 108 µM), inactives show top-dose activity change, negative = inhibition, usual class: inhibitors; hit rate 1.1% among 580,000; note: % is set by controls: 0 for no effect and ±100 for the full control effect
Target sequence (P18054 whole entry, looked up): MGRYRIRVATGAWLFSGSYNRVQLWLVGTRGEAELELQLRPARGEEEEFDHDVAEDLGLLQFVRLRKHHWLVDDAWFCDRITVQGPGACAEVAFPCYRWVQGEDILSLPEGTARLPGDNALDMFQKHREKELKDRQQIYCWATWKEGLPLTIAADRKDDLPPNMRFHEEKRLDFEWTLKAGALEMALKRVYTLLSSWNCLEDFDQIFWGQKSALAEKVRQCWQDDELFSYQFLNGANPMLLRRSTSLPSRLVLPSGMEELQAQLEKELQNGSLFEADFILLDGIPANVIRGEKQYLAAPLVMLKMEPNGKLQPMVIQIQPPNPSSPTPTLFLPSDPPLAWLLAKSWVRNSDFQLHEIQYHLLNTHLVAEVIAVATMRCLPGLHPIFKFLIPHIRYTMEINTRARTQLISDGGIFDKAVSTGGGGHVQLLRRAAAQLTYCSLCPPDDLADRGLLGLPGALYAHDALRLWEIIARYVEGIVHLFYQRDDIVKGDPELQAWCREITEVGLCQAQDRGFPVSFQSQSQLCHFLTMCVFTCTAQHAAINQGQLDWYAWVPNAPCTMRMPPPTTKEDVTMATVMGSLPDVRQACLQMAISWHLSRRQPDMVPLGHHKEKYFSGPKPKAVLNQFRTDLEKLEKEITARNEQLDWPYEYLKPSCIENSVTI
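Hydroperoxide product was detected by ferrous iron/xylenol orange as the 573 to 405 nm absorbance ratio. Arachidonic acid at 40 uM (final) was turned over for 30 min at room temperature by 150 nM human 12hLO, pH 7.0 Hepes buffer, after 15 min compound preincubation.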
ERG Ets-DNA blk = ERG Ets/DNA interaction inhibition; fluorescence polarization, His-ERG Ets domain / labelled DNA; Potency, µM (doses to about 76.9 µM), inactives show at the top dose FP activity, negative = inhibition, most hits filed as inhibitors; hit rate 0.028% among 370,000; AID 624246; active = well fitted inhibition curve with a large enough effect in the polarisation, with a control signal flat; inconclusive = small, poorly fitted or top-dose-only effect, or effect the other way, or a change in a side signal; inactive = no such curve, though single readings can be large or run the other way; the % refers to the polarisation;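 note: polarization taken with two DNA probes labelled with fluorescein and Texas red; % of control where 0% means no effect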
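His-tagged ERG Ets domain (1 uM in the protein solution; 300mM KCl, 50mM Tris-HCl, 1mM EDTA, 1mM DTT, pH 7.5) received compound, then a probe mix of 5 nM fluorescein-DNA and 100nM Texas-615-DNA. Fluorescence polarization was read for both dyes.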
TrxR1 inh = blocks rat thioredoxin reductase 1; O89049; recombinant rTrxR1, NADPH fluorescence consumption, selenite substrate; Potency, µM (top dose mostly 114 µM), for inactives: top-dose activity change, negative = inhibition, usual class: inhibitors; hit rate 1% among 390,000; note: % is set by controls: 0 for no effect and ±100 for the full control effect; nearly all actives have a fitted effect of over 65% in size
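Rat TrxR1 (90 nM in the dispensed reagent) was pre-reduced with 400 uM NADPH for 5 min at room temperature, then incubated with compound for 15 min. After 400 uM selenite was added, NADPH fluorescence (Ex 340/Em 450 nm) was followed for 8 min.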
GLS inh = blocks human kidney-isoform glutaminase activity; GLS enzymatic activity, qHTS titration; hit rate 0.21% among 410,000; Potency, µM (doses to about 45.5 µM), for the others: at the highest dose activity change, negative = inhibition, usual class: inhibitors; O94925; AID 624170; note: % is set by controls: 0 for no effect and ±100 for the full control effect
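Read-out is an Amplex red fluorescence increase coupled through glutamate oxidase and HRP, measured before and after 30 min room-temperature incubation. hKGA is in 45 mM KH2PO4 (pH 8.2) with 0.02% Tween-20; glutamine added as 1mM solution.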
RGS4 inhibitor = human RGS4 inhibition; P49798; Transcreener GDP fluorescence polarization, RGS4-accelerated GTP hydrolysis; Potency, µM (doses to about 114 µM), for inactives: at the top dose activity change, negative = inhibition, hits mostly inhibitors; hit rate 0.039% among 390,000; AID 504845; note: % is set by controls: 0 for no effect and ±100 for the full control effect; nearly all actives have a fitted effect of over 75% in size; some results filed as inactive show a strong effect at the top dose
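MLSMR compounds (23 nl, pin-transferred) preincubated 10 min at room temperature with a 500nM (2x) first reagent, then RGS4 at 900nM (2x) plus Transcreener GDP mix added; fluorescence polarization (620/688 nm) read before and after 90 min at 30 °C.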
HP1b chromo inh = HP1-beta chromodomain-methylated histone interaction inhibition; P83916; AlphaScreen HP1-beta / biotin-H3K9me3 peptide binding; AID 540317; Potency, µM (top dose mostly 114 µM), without a hit: at the top dose activity change, negative = inhibition, most hits filed as inhibitors; hit rate 0.56% among 390,000; note: nearly all actives have a fitted effect of over 70% in size; inactives centre near 23
Target sequence (P83916 whole entry, looked up): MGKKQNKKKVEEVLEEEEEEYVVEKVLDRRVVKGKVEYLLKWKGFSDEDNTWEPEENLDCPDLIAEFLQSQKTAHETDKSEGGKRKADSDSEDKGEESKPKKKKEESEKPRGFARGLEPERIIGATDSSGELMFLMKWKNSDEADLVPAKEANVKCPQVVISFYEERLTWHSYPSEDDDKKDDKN
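Compound inhibition of the preformed complex between 50 nM HP1-beta and 50 nM biotinylated H3K9me3 peptide was read by AlphaScreen. Buffer was PBS pH 7.4 with 0.01% Tween-20. Incubations ran 30 min at room temperature, with 10 ug/mL donor/acceptor beads.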
Tb PGK inh = inhibitors of T. brucei phosphoglycerate kinase | PGK/GAPDH coupled, Kinase-Glo luminescence, 60 min | Potency, µM (highest dose often 57.5 µM), without a hit: top-dose activity change, negative = inhibition, most hits filed as inhibitors | hit rate 0.043% among 380,000; note: % is set by controls: 0 for no effect and ±100 for the full control effect; nearly all actives have a fitted effect of over 60% in size
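Recombinant glycosomal PGK reaction used 1,3-bisphosphoglycerate generated in-well by GAPDH (100nM final) in 100mM TEA pH 7.6, 5mM MgCl2, 0.01% Tween-20. After 60 minutes at room temperature, ATP was read by Kinase-Glo Plus luminescence end-point.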
An asterisk follows results filed as active; i = inactive; ? = inconclusive; . = no result given; & = joins results of further samples; [ ] = dose if it differs, or a comment. Unless noted, calls come from the whole dose curve; as a rule, active = well fitted curve in the direction sought with a large enough effect; inconclusive = small, poorly fitted or top-dose-only effect, or another doubt; inactive = no such curve, though single readings can be large; an effect the other way counts as inactive or inconclusive. Potency is the fitted concentration of half-maximal effect. The list is partial (hit frequency here may not be typical).

SMILES	Pin1 inhibitor	JMJD2A Tudor	ALOX12 inh	ERG Ets-DNA blk	TrxR1 inh	GLS inh	RGS4 inhibitor	HP1b chromo inh	Tb PGK inh
O=C(N/N=C\C=C\c1ccco1)C1COc2ccccc2O1 (stereo unspecified)	0%	?	?	16%	?	1%	?	7%	-6%
O=C(CCc1nnc(C2CCCCC2)o1)N1CCC(Oc2cccnc2)CC1	-2%	4%	2%	-4%	13%	-7%	0%	12%	-3%
COc1c(Cl)cc(-c2noc(C)c2C(=O)NCc2ccccc2)cc1Cl	-2%	?	8%	8%	4%	14%	-52%	12%	1%
Cc1ccc(NC(=O)CN2C(=O)N/C(=C/c3ccc4c(c3)OCCO4)C2=O)cc1	19%	-8%	0%	4%	28%	1%	14%	3%	-3%
CCN(CC)S(=O)(=O)c1ccc(C)c(NC(=S)N2CCN(c3ccccn3)CC2)c1	8%	-27%	14%	-12%	17%	4%	-55%	-9%	-5%
O=C(NCCCN1CCOCC1)C1CC(=O)N(C2CCCCC2)C1 (stereo unspecified)	10%	-7%	-2%	6%	10%[57.1 µM]	-1%	0%	38%	-4%
COc1ccccc1-c1nc(CNC(=O)NC2CCCCC2)c(C)o1	2%	-1%	-14%	-4%	10%[57.1 µM]	2%	12%	32%	-4%
Cc1ccc(Cl)cc1NS(=O)(=O)c1cc2c3c(c1)CC(=O)N3CCC2	1%	-4%	-23%	-8%	16%[57.1 µM]	6%	19%	10%	7%
Cc1cc(C)nc(SCC(=O)NC2CCCC2)n1	-7%	1%	3%	1%	22%[57.1 µM]	-2%	-19%	15%	-3%
Cc1cc(C(F)(F)Cl)n2ncc(-c3ccccn3)c2n1	1%	-8%	3%	-9%	-1%	6%	7%	44%[activator]	.
CCN(Cc1nc2ccccc2c(=O)[nH]1)Cc1nc2cc(OC)c(OC)cc2c(=O)[nH]1	-1%	11%	-2%	8%	0%	-13%	1%	30%	-4%
Cc1ccc(Cl)cc1NC(=O)c1cc(NC(=O)CCCC(=O)O)ccc1N1CCCCC1	-10%	-21%	i	0%	-16%	18%	21%	0%	-4%

An excerpt from above, showing only JMJD2A Tudor and GLS inh.
canonical_smiles,JMJD2A Tudor,GLS inh
Cc1cc(C)nc(SCC(=O)NC2CCCC2)n1,1%,-2%
O=C(CCc1nnc(C2CCCCC2)o1)N1CCC(Oc2cccnc2)CC1,4%,-7%

(listing goes on)
SMILES	Pin1 inhibitor	JMJD2A Tudor	ALOX12 inh	ERG Ets-DNA blk	TrxR1 inh	GLS inh	RGS4 inhibitor	HP1b chromo inh	Tb PGK inh
COc1cccc(CNC(=O)C2CCN(S(=O)(=O)c3cn(C)cn3)CC2)c1	5%	-5%	-17%	1%	4%[57.1 µM]	-14%	25%	11%	4%
CCCCC(=O)NNC(=S)NC(=O)C(c1ccccc1)c1ccccc1	-3%	?	?	-4%	-12%[57.1 µM]	-26%	?	-18%	-10%
NNC(=O)CNC(c1ccccc1)c1cc(Br)ccc1N (stereo unspecified)	4%	-29%	175%[activator]	-7%	12%[11.4 µM]	-4%	-3%	15%	-9%
CCOc1ccc(S(=O)(=O)NC(=O)c2ccccc2)cc1	-2%	-2%	5%	-11%	26%	5%	20%	20%	-10%
CC(=O)c1ccc(OCc2cn(CC(=O)c3ccc(O)cc3)nn2)cc1	-1%	?	?	5%	10%	7%	-5%	25%	-9%
Cc1ccc(S(=O)(=O)c2cn(CC(=O)Nc3ccc(F)cc3)c3cc4c(cc3c2=O)OCO4)cc1	-4%	0%	?	-2%	16%	5%	9%	43%[activator]	-3%
CC(C)CC1NC(=O)N(CC(=O)NC2CCCc3ccccc32)C1=O (stereo unspecified)	7%	-10%[57.1 µM]	-2%	-23%	7%[57.1 µM]	7%	-16%	14%	2%
CCOC(=O)C1CCN(C2CCN(C(=O)c3oc4c(C)c(C)ccc4c3C)CC2)CC1	?	-28%	-3%	8%	1%	1%	-10%	12%	-7%
CCCN1C(=O)c2[nH]nc(-c3ccccc3O)c2C1c1ccc(OCc2ccccc2)c(OCC)c1 (stereo unspecified)	8%	-3%	0%	5%	21%	17%	-22%	63%[activator]	-6%
Cc1cc(C)nc(Nc2ccccc2F)n1	2%	-6%	?	-16%	7%[57.1 µM]	3%	-5%	18%	-3%
O=[N+]([O-])c1ccccc1S(=O)(=O)N1CCN(C2CCN(Cc3ccccc3)CC2)CC1	0%	0.71µM*	-10%	16%	2%	13%	-11%	?	-2%
CCC(=O)NCCCOc1ccccc1	1%	3%	3%	.	19%	-6%	-10%	23%	.
c1ccc2c(c1)COC(CNC1CCCCC1)OC2	-2%	-7%	175%[activator]	-11%	2%	-17%	27%[56.9 µM]	39%[activator]	-2%
CCOc1ccc(NC(=O)COC(=O)Cn2cnc3ccccc32)cc1	-4%	-14%	403%[activator]	-6%	-1%	5%	-19%	16%	i
Cc1nc(CS(=O)(=O)c2ccccn2)sc1C(=O)NNC(=O)c1ccc(Cl)cc1	4%	-6%	69%[activator]	-3%	13%[57.1 µM]	2%	20%	4%	i
Cn1c(C(=O)N2CCN(Cc3ccccc3)CC2)cc2c(=O)n(C)c3ccccc3c21	-2%	?	?	-3%	?	-1%	-28%	37%	-1%
Cc1oc2ncn(C)c(=O)c2c1C(=O)N1CCN(c2cccc(C(F)(F)F)c2)CC1	3%	-19%	10%	2%	11%	4%	6%	34%	9%
CCCS(=O)(=O)C(=C1NCCO1)S(=O)(=O)CCC	2%	0%	i	7%	-8%	12%	11%	31%	-7%
COc1ccc(NC(=O)c2cccc(N3C(=O)C4C5C=CC(C5)C4C3=O)c2)c(OC)c1 (stereo unspecified)	-2%	-19%	0%	13%	35%	1%	-11%	23%	-4%
CCOC(=O)C1(C)C=C(Nc2cccc(C(=O)O)c2)C(=O)N1c1ccccc1 (stereo unspecified)	-3%	-3%	0%	2%	3%	8%	-131%	66%[activator]	i
COc1ccc(NC(=O)CCN2CC(C)OC(C)C2)c(OC)c1 (stereo unspecified)	-1%	-17%	-16%	.	?	11%	18%	10%	-6%
O=C(O)c1c2c(nc3ccc(S(=O)(=O)N4CCC(C(=O)NCc5ccccc5Cl)CC4)cc13)CCCC2	-11%	-17%	?	-9%	-10%	-15%	-21%[56.9 µM]	33%	-8%
Cc1ccc(C2=CC(c3ccc(C)cc3)n3ncnc3N2)cc1 (stereo unspecified)	?	-17%	15%	5%	?	10%	-25%	56%[activator]	-11%
C=CCNC(=O)Nc1ccc(F)c(Cl)c1	-9%	-3%	-15%	-2%	36%	1%	-3%	64%[activator]	.
O=C(Cc1cccc2ccccc12)NC(=S)Nc1cccc(C(=O)O)c1	-5%	-23%	35µM*	3%	10%[57.1 µM]	7%	-38%	-16%	-2%
COc1cccc(CNC(=O)Cn2c(=O)n(CCC(=O)N3CCCCC3)c(=O)c3sccc32)c1	3%	-16%	-2%	3%	3%[57.1 µM]	-3%	-10%[56.9 µM]	38%[activator]	1%
COC(=O)c1c(-c2cccs2)csc1NC(=O)COc1ccc(C(C)C)cc1	-6%	-24%	-25%	1%	38%[activator]	-18%	-47%	?	.
S=C(NCCc1ccccc1)NC1CCC(NC(=S)NCCc2ccccc2)CC1 (stereo unspecified)	-1%	-10%	2%	-13%	11%	0%	1%	30%	i
O=S1(=O)CCC(N2CCOCC2)C1 (stereo unspecified)	3%	-9%	-2%	-9%	8%	-3%	-7%	32%	-7%
Cn1cnc(S(=O)(=O)N2CCC(C(=O)NCc3ccc(F)cc3)CC2)c1	0%	-15%	-18%	0%	3%[57.1 µM]	-10%	-7%	-3%	-7%
CCOC(=O)c1cc2n(c1N)-c1ccccc1C2=O	.	8%	-19%	-17%	?	-6%	-18%	33%	-2%
O=C(c1ccc2c(c1)N(Cc1cccc(Cl)c1)C(=O)c1ccccc1S2(=O)=O)N1CCCC1	?	-21%	-18%	-3%	20%[57.1 µM]	-9%	17%	13%	6%
C=CCOc1ccc(CNc2ccc(NC(=O)CC(C)C)cc2)cc1OC	?	?	-21%	.	-19%	16%	-5%	-1%	0%
COc1cc(C(=O)N2CCC(N3CCCCCC3)CC2)cc(OC)c1OC	-2%	7.1µM*	?	5%	7%[57.1 µM]	2%	6%	?	i
O=C(NCc1ccc(F)cc1)C1CCC(CNc2c(N3CCCCC3)c(=O)c2=O)CC1 (stereo unspecified)	0%	3%	22%	-9%	9%	1%	-18%	31%	-4%
COc1ccc(-n2nc(C(=O)NCC(=O)N3CCN(c4ccccc4OC)CC3)c3ccccc3c2=O)cc1OC	-4%	-19%	?	9%	-6%[57.1 µM]	0%	-21%	8%	-8%
Cc1nn(-c2ccccc2)c2nc(-c3ccncc3)cc(C(=O)NCc3ccco3)c12	?	?	0%	-3%	50µM*	3%	-70%[56.9 µM]	-12%	1%
COc1cc(OC)c2ccc(=O)oc2c1C(CCN1CCCC(C)C1)c1ccc2c(c1)OCO2 (stereo unspecified)	3%&-1%	-30%&-17%	-56%	14%	-7%&22%	-3%	22%&-22%	-1%&47%	-5%
COC(=O)C1=CN(c2cc(C)cc(C)c2)C=C(C(=O)OC)C1c1cccc(F)c1	-2%	129%[activator]	263%[activator]	-9%	182%[activator]	-1%	-4%	178%[activator]	0%
S=c1[nH]nc(CN2CCCCC2)n1-c1ccc(Cl)cc1	4%	5%	11%	-3%	7%[57.1 µM]	0%	-20%	32%	13%

Screening data as filed in PubChem BioAssay.
